# JMJD2C inh – inhibitors of GASC-1 histone demethylase, primary screen, biochemical, fluorescence, DELFIA europium. AID 2099, 2009. hit rate 0.069% among 330,000. Lysine-specific demethylase 4C (Homo sapiens), Q9H3R0. inhibition, % at 2.35 µM. GST-JMJD2C(1-420) H3K9me3 demethylation;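 active means more than half of a compound's replicate wells show inhibition beyond 50%, single wells judged on their own value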;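 further: signal counts dimethyl H3K9 product captured on neutravidin plate; 0% = median of DMSO wells and 100% = 0.3 times that DMSO median; strong numbers were not always called active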
# PP5 primary – PP5 phosphatase inhibitors, primary screen, biochemical, fluorescence. inhibition, % at 6.7 µM. AID 1987, 2009. hit rate 0.18% among 320,000. Serine/threonine-protein phosphatase 5 (Homo sapiens), P53041. purified PP5c, OMFP substrate fluorescence;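 active means inhibition above the campaign's mean inhibition across all tested compounds plus 3 SD, cut at about 9.5% in these data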;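 further: 0% = DMSO only and 100% = 100 µM cantharidin control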
# Target sequence (P53041 whole entry, looked up): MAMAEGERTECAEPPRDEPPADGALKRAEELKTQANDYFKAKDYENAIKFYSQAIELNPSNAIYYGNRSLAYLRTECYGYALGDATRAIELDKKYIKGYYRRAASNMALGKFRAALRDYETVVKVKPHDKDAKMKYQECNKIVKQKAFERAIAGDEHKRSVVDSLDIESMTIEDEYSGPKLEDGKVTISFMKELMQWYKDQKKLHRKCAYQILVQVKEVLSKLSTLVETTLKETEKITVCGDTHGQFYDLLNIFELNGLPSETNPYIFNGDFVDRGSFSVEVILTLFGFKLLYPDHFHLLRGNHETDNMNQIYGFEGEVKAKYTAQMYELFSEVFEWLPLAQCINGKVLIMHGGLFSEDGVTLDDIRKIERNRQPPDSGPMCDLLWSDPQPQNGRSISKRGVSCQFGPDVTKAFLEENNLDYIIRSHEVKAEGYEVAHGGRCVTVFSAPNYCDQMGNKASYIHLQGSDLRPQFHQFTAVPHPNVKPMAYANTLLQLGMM
# CTSL1 counter – Fasciola hepatica cathepsin L1 inhibitors, primary screen, counter-screen for PFM18AAP inhibitor project, biochemical, QFRET, fluorogenic peptide substrate | recombinant F. hepatica cathepsin L1, Z-Leu-Arg-MCA fluorescence | inhibition, % at 5.96 µM | hit rate 0.49% among 300,000 | AID 1906, 2009;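 active means inhibition above the mean of all tested compounds plus 3 SD, set per screening campaign, cut at about 17% in these data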;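 further: 0% = plate median of test compound wells and 100% = 1 µM Z-Phe-Ala-diazomethylketone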
# ZTA counter – blocks Epstein-Barr virus ZTA, an EBNA-1 counter-screen. P03206. ZTA-DNA binding, fluorescence polarization. inhibition, % at 11 µM. hit rate 0.15% among 320,000; in the data active means inhibition above about 33%
# Target sequence (P03206 whole entry, looked up): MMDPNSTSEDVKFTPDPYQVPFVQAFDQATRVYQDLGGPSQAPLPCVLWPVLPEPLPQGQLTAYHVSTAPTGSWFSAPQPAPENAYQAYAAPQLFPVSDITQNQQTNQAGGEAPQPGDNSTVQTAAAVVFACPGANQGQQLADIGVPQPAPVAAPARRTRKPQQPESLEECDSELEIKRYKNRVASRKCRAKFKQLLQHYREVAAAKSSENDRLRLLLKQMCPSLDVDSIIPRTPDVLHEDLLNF
# EBNA-1 inh – EBNA-1 DNA-binding inhibitors, primary screen, biochemical, fluorescence polarization; inhibition, % at 14.8 µM; hit rate 0.34% among 300,000; in the data active means inhibition above about 28%
# Yeast superoxide – reduction of superoxide in aged yeast, primary screen, HTS | S. cerevisiae aged cells, superoxide DHE fluorescence; hits give low values | superoxide response (% of plate mean), % at 10 µM | hit rate 0.18% among 330,000;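 active means superoxide response under a set limit, about three screen SD below normal, cut at about 65% in these data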;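 further: yeast aged for seven days with compound at 30 °C before DHE staining; 100% = average MFI of all compound-treated wells on the plate with controls excluded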
# TPT1 inhibitor – Candida albicans TPT1 enzyme inhibitors, primary screen, biochemical, fluorescence polarization; tRNA 2'-phosphotransferase TPT1 (Candida albicans SC5314); recombinant caTPT1, FP RNA substrate dephosphorylation; inhibition, % at 5 µM; hit rate 0.81% among 300,000; AID 1962, 2009;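 active means inhibition above the mean of all tested compounds plus 3 SD, set per screening campaign, cut at about 24% in these data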;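 further: plate controls were DMSO alone for no effect and ferristatin control at 100 nM for full effect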
# PP1 counter – PP1-alpha phosphatase inhibitors, primary screen, counter-screen for PP5 inhibitor project, biochemical, fluorescence, OMFP substrate, single point; purified PP1alpha; inhibition, % at 6.7 µM; Serine/threonine-protein phosphatase PP1-alpha catalytic subunit (Homo sapiens), P62136; hit rate 0.9% among 320,000; AID 2235, 2010;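 active means inhibition above the mean inhibition of all tested compounds plus 3 SD, computed separately for each screening campaign, cut at about 15% in these data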
# Target sequence (P62136 whole entry, looked up): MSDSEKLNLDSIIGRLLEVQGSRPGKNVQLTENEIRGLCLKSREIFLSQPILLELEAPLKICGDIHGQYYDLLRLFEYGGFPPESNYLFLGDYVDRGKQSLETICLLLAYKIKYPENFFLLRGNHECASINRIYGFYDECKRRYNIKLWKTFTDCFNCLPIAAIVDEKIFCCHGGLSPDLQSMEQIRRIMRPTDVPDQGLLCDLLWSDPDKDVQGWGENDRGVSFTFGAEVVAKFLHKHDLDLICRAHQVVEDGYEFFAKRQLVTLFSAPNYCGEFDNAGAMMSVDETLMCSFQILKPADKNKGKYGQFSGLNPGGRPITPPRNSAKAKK
# HCV core dimer – inhibitors of HCV core protein dimerization, primary screen, biochemical, TR-FRET, high-throughput; TR-FRET GST/Flag-core106 dimerization, 1536-well; inhibition, % at 5 µM; hit rate 0.33% among 300,000; AID 1899, 2009;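 active means inhibition above the mean of all tested compounds plus 3 SD, set per screening campaign, cut at about 45% in these data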
#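 System: GST-tagged and Flag-tagged HCV core protein residues 1-106 / Input: core106 proteins, GST 13.5 nM and Flag 17 nM / Buffer or medium: KF-containing HEPES buffer, pH 7.45, DTT, CHAPS, BSA / Probe or stimulus: Eu-anti-GST and XL665-anti-Flag labelled anti-tag antibodies / Schedule: 4 h, 22.5 °C incubation / Technique: TR-FRET 671 and 617 nm emission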
# * = called active by the depositor; · = no result given. The order is random. About 3.1% of those tested had a hit in this group.
SMILES,JMJD2C inh,PP5 primary,CTSL1 counter,ZTA counter,EBNA-1 inh,Yeast superoxide,TPT1 inhibitor,PP1 counter,HCV core dimer
Cc1ccc(S(=O)(=O)C2(C(=O)NC3CCCCC3)CC2)cc1,-2.4,0.4,1.8,9.1,12.4,74.9,2.9,-1.7,-4.3
CCC(Sc1nc2ccccc2c(=O)n1CCN1CCOCC1)C(=O)NCc1cccnc1 (centres undefined),0.6,-2.6,-3.0,18.8,7.1,92.5,-4.6,-4.9,4.7
O=c1/c(=C\c2ccc3c(c2)OCO3)sc2n1CCCN=2,-5.3,-2.5,3.3,-2.6,7.0,94.1,-1.1,-3.4,-7.3
COc1ccc(C(=O)OCC(=O)Nc2c(C)cccc2C)c(OC)c1OC,-15.3,0.6,-2.8,2.9,1.7,96.5,-0.8,-0.1,-1.2
COC(=O)Cn1c(C)nc(=O)c(-c2ccccc2)c1C,-1.5,-4.4,-2.8,-9.3,-6.1,82.5,-0.5,-9.3,0.7
Cc1ccccc1NC(=O)Cn1nnc2ccccc21,-11.1,1.2,-3.4,11.5,-4.9,104.7,-0.5,-2.3,0.4
Cn1c(C(=O)NCc2ccccc2)cc2oc3ccccc3c21,2.7,2.4,4.4,0.6,-9.3,75.2,1.0,2.8,1.1
CCOP(=O)(OCC)C(NC(=O)Nc1c(C)cc(C)cc1C)c1ccccc1 (centres undefined),13.6,0.5,-0.3,13.7,3.4,87.5,-3.5,-4.2,-1.9
O=C(CN1CCCCC1)N1c2ccccc2Oc2ccccc21,2.7,2.6,-2.4,-4.5,-0.1,103.1,-3.4,0.2,-1.6
CC(C)CC(NC(=O)C(COCc1ccccc1)NC(=O)OC(C)(C)C)C(=O)NN (centres undefined),-1.3,-1.1,17.8*,4.5,-12.8,113.3,2.8,-7.3,9.3
O=C(OCc1ccccc1C(F)(F)F)c1cc([N+](=O)[O-])ccc1N1CCOCC1,7.8,4.6,1.8,12.8,-2.8,107.3,-2.0,1.9,-6.7
COc1cccc(/C=N/n2cnc3cc(C)c(C)cc32)c1OC,-5.3,-0.5,4.7,7.4,6.5,109.6,-2.0,2.4,0.4
Cc1noc(C)c1CSc1nnc(-c2cccnc2)n1C1CCCCC1C (centres undefined),3.5,1.8,-1.2,6.2,3.6,95.6,-1.9,-1.9,-1.6
Cn1c(Cc2ccccc2)nnc1SCc1ccc(C(=O)O)cc1,3.8,0.7,-4.7,6.8,-6.1,123.5,-1.6,4.7,-4.5
COC(=O)c1sccc1S(=O)(=O)Nc1ccc(C)cc1,4.1,0.8,-9.6,15.5,4.4,119.0,-0.8,8.2,-0.7
CCc1cccc(NC(=O)CSCc2nc3sc(C)c(C)c3c(=O)[nH]2)c1,-3.5,1.1,·,13.4,·,90.3,·,-2.7,·
CCOC(=O)Cc1nnc(NC(=O)CSc2ccc(Cl)cc2)s1,-1.6,-2.2,-1.4,5.5,5.1,103.6,1.3,1.7,5.8
C[C@@H](C(=O)N1CCN(C(=O)OC(C)(C)C)CC1)n1cc(CCC(=O)O)nn1,-4.2,1.0,-0.9,-3.1,12.3,103.2,-2.0,3.7,-2.7
Cc1cccc(C(=O)NCC2CCN(C(=O)c3cccc(C)c3)CC2)c1,-1.1,4.0,-0.5,-0.3,6.1,107.5,3.3,-2.5,-3.6
NC(=O)CCC(NC(=S)Nc1ccccc1)C(=O)O (centres undefined),13.2,-1.5,-0.6,11.3,7.9,110.8,-4.8,-2.0,0.2
O=C(O)CCCC(=O)Nc1ccc(N2CCCC2)cc1,-5.8,3.9,-0.2,-8.0,2.5,101.0,-1.9,-3.3,-18.2
CCOC(=O)c1c(C)oc2c1c(C(c1cccnc1)N1CCOCC1)c(O)c1ccccc12 (centres undefined),-1.1,4.0,-0.8,-12.0,-8.3,75.4,-10.2,0.1,-2.3
COc1ccc(CCNC(=O)COc2nsnc2N2CCOCC2)cc1OC,-27.3,-3.8,-1.7,8.3,5.0,96.8,-2.5,-2.2,1.3
CCn1c(SCC(=O)NC2CC2)nnc1C(C)Oc1ccccc1 (centres undefined),5.9,0.7,-3.1,-12.5,-8.4,111.2,-1.9,-4.9,-6.8
CC(=O)Nc1ccc(S(=O)(=O)NC(CC(=O)NCCC2=CCCCC2)C(C)C)cc1 (centres undefined),6.5,1.1,-2.8,-2.4,8.6,100.8,-0.7,-1.2,0.4
COc1ccccc1/C=N/NC(=O)C(=O)N1CCN(c2ccccc2OC)CC1,4.3,1.7,-2.4,4.9,-7.1,95.1,-0.1,-3.0,1.9
O=C(Nc1nc2c(s1)CCCC2)c1cc(-c2ccccc2)nc2ccccc12,6.1,-0.1,-2.9,2.1,-1.3,95.5,-0.1,2.3,10.5
CC1=C(C(=O)Nc2cccc(C(=O)NC3CCCC(C)C3C)c2)SCCO1 (centres undefined),2.8,0.8,-0.4,3.0,-5.9,124.0,-0.1,0.0,6.1
CCOC(=O)c1sc(NC(=O)CCCn2nc([N+](=O)[O-])cc2C)c(C(=O)OCC)c1C,9.1,-2.6,4.6,13.9,14.1,101.8,-4.5,-2.0,1.4
Cn1c(=O)c(C(=O)CCl)c(N)n(Cc2ccccc2)c1=O,2.0,5.2,-0.2,-7.1,-2.5,118.9,0.4,-3.1,3.5
CCc1ccc(NS(=O)(=O)c2cccc3nsnc23)cc1,2.9,-0.7,-2.0,2.9,8.0,99.9,-1.4,-3.4,-3.4
CC(CCc1ccccc1)NC(=O)COC(=O)CC1CC2CCC1C2 (centres undefined),-9.3,2.1,5.1,-0.9,-9.7,115.4,0.3,1.1,0.4
CCc1ccccc1NC(=O)CSc1nc2ccccc2nc1N1CCOCC1,-1.4,3.6,-2.6,-6.8,-4.2,109.1,-0.3,-3.7,-19.1
c1ccc(CN2CCN(C3CCCSc4ccccc43)CC2)cc1 (centres undefined),-17.0,4.8,-1.6,1.6,-2.9,91.7,-3.5,-0.3,5.7
O=C(COC(=O)c1ccc(F)cc1)Nc1ccccc1N1CCOCC1,-8.0,3.0,1.1,-12.4,1.7,111.8,0.4,0.3,0.8
CCCCn1c(-c2nn(C)cc2Cl)n[nH]c1=S,1.3,-1.2,-3.9,15.5,9.2,92.3,-5.5,1.6,-0.2
O=C(CCCN1C(=O)c2cccc3cccc(c23)C1=O)NCc1cccnc1,3.2,0.5,1.2,2.0,2.3,105.6,0.6,-2.6,0.9
O=C1CCC(C(=O)NCCCn2ccnc2)N1 (centres undefined),5.8,2.4,-1.2,1.2,-2.4,99.8,0.7,-1.0,-3.0
CC(=O)N1c2ccc(S(=O)(=O)NCCC(=O)Nc3ccc(C)c(Cl)c3)cc2CC1C (centres undefined),9.7,1.7,3.2,8.5,0.5,99.2,3.6,-0.2,-1.4
COCCOC1CCN(C(=O)C2CCC(=O)N(CCc3ccccc3)C2)CC1 (centres undefined),6.2,3.1,-4.3,-8.0,-14.2,86.8,2.5,-6.7,10.1

# Single entries from the entries so far.
# `O=C(O)CCCC(=O)Nc1ccc(N2CCCC2)cc1` in Yeast superoxide has 101.0
# `CC1=C(C(=O)Nc2cccc(C(=O)NC3CCCC(C)C3C)c2)SCCO1` (centres undefined) in Yeast superoxide has 124.0
# `c1ccc(CN2CCN(C3CCCSc4ccccc43)CC2)cc1` (centres undefined) in CTSL1 counter has -1.6
# `CCCCn1c(-c2nn(C)cc2Cl)n[nH]c1=S` in HCV core dimer has -0.2

# Filtered by structure, the compounds so far with a tert-butyl group.
SMILES,JMJD2C inh,PP5 primary,CTSL1 counter,ZTA counter,EBNA-1 inh,Yeast superoxide,TPT1 inhibitor,PP1 counter,HCV core dimer
CC(C)CC(NC(=O)C(COCc1ccccc1)NC(=O)OC(C)(C)C)C(=O)NN (centres undefined),-1.3,-1.1,17.8*,4.5,-12.8,113.3,2.8,-7.3,9.3
C[C@@H](C(=O)N1CCN(C(=O)OC(C)(C)C)CC1)n1cc(CCC(=O)O)nn1,-4.2,1.0,-0.9,-3.1,12.3,103.2,-2.0,3.7,-2.7

# (further entries)
SMILES,JMJD2C inh,PP5 primary,CTSL1 counter,ZTA counter,EBNA-1 inh,Yeast superoxide,TPT1 inhibitor,PP1 counter,HCV core dimer
COc1ccccc1C(=O)Nc1ccc(Br)cc1C,3.1,4.5,-2.0,-8.9,-3.6,102.4,-2.1,4.4,-9.0
COc1cc(C(=O)NCc2nnc(SCC(=O)Nc3cccc(C(F)(F)F)c3)o2)cc(OC)c1OC,-0.4,2.5,2.0,10.3,-5.3,83.7,-3.7,-0.6,1.8
CC(OC(=O)Cn1[nH]c(=O)c2ccccc2c1=O)C(=O)Nc1ccc(F)cc1Cl (centres undefined),1.2,1.7,-13.1,-36.2,1.8,85.7,-3.0,-4.2,-4.2
CCCCN(C(=O)CSc1ncn[nH]1)c1c(N)n(Cc2ccccc2)c(=O)[nH]c1=O,8.2,3.0,·,-14.8,·,121.7,·,-0.8,·
CCOC(=O)c1[nH]c(C)c(C(=O)NCc2ccccn2)c1C,5.3,-1.2,-4.7,3.1,0.1,117.7,6.3,-0.2,-1.2
Cc1cc(NC(=S)NC(=O)/C=C/c2ccc(S(=O)(=O)N3CCOCC3)cc2)ccc1Br,5.3,2.6,1.9,-14.2,7.1,107.2,-1.7,0.4,19.9
Cc1cc(NC(=O)Cc2ccccc2C)no1,-22.7,0.5,-0.3,-8.8,-12.5,105.6,-2.3,-7.8,11.4
COc1ccc(NC(=O)Nc2ccccc2F)cc1Cl,3.3,4.6,-1.8,-22.1,88.8*,92.1,-0.3,4.1,-4.9
CCCCN(CCCC)Cc1ccc(C(=O)NN)o1,3.0,3.9,-1.8,-7.4,-4.9,86.7,2.6,-3.8,-7.6
Cc1ccc(NC(=O)Cn2nnc(C(=O)NCc3ccc(Cl)cc3)c2N)cc1F,-6.3,1.7,0.9,-8.1,-1.6,93.2,0.1,5.1,-4.2
Cc1nnc(SCC(=O)N(C(C)C)C(C)C)nc1C,3.6,-0.1,-0.7,-9.2,-1.4,94.0,-0.8,-1.4,-5.3
O=S(=O)(N1CCOCC1)N1CCN(c2ccc(F)cc2)CC1,9.5,-1.8,1.4,8.0,3.6,97.6,-0.2,-6.7,-1.7
O=C(CCCN1C(=O)/C(=C\c2cccs2)SC1=S)Nc1cccnc1,2.1,-0.2,6.9,-8.5,1.6,94.5,-1.4,5.9,2.0
COc1ccc(/C(N)=N/OC(=O)Oc2ccccc2)cc1OC,3.9,-2.1,-0.8,3.4,-6.5,105.5,-1.3,2.0,2.9
O=C(CN1C2CCCC1CC(NC(=O)c1ccco1)C2)Nc1ccccc1C(F)(F)F (centres undefined),-1.8,-1.8,-0.7,19.6,0.8,107.7,-1.6,-2.6,9.4
O=C(NCC1CCCCC1)c1cccnc1Cl,-0.2,0.6,1.7,0.3,-5.7,100.7,-1.1,-1.5,-12.9
CCC(C)[C@H]1CNC(=O)C(=O)N1CCCc1cc(OC)c(OC)c(OC)c1 (some centres undefined),4.1,2.2,0.7,-13.8,-4.2,95.4,-5.3,4.7,-16.4
O=C(C[n+]1ccc2ccccc2c1)c1cccc2ccccc12,8.9,2.4,3.0,-21.1,4.9,75.2,-1.9,10.1,0.6
CCc1ccc(NC(=O)C(NS(=O)(=O)c2ccc3c(c2)CCN3C(C)=O)C(C)C)cc1 (centres undefined),23.0,0.0,-0.9,-28.3,-2.8,98.8,-1.8,0.9,-13.5
